LMPTP block: blocks human LMPTP phosphatase | inhibition, % at 20 µM | 360,000 compounds, 0.22% hits | recombinant LMPTP-A, OMFP fluorogenic substrate, fluorescence intensity | P24666 | AID 651560;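 active = compounds that cut the enzyme signal by at least half of the control window in the single-dose screen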;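 note: plate controls were DMSO wells with enzyme plus substrate for no effect and substrate without enzyme for full effect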
Target sequence (P24666 whole entry, looked up): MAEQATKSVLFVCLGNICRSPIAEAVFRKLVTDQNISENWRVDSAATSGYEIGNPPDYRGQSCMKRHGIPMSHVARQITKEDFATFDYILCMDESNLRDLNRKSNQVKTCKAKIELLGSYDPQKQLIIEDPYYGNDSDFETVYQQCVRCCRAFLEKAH
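Material: LMPTP-A; amount: 0.625 nM enzyme; doses: single 20 µM dose; times: reaction 50 min, room temperature, dark; technique: fluorescence intensity of OMFP turnover product; benchmarks: no-enzyme and uninhibited controls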
NadD block: inhibitors of Staphylococcus aureus NadD; 360,000 compounds, 0.78% hits; inhibition, % at 20 µM; purified NadD enzyme, colorimetric absorbance read-out; in the data active = inhibition above about 26%; note: some compounds past the cut are filed as inactive
STEP inh: blocks human striatal-enriched tyrosine phosphatase; recombinant STEP, OMFP fluorogenic substrate, fluorescence; inhibition, % at 20 µM; 360,000 compounds, 0.25% hits;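 active = inhibition at 20 µM, scaled per plate between control wells, above about 37%, limit read from the data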;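 note: 0% = DMSO with enzyme and substrate and 100% = substrate only without enzyme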
Target sequence (P54829 whole entry, looked up): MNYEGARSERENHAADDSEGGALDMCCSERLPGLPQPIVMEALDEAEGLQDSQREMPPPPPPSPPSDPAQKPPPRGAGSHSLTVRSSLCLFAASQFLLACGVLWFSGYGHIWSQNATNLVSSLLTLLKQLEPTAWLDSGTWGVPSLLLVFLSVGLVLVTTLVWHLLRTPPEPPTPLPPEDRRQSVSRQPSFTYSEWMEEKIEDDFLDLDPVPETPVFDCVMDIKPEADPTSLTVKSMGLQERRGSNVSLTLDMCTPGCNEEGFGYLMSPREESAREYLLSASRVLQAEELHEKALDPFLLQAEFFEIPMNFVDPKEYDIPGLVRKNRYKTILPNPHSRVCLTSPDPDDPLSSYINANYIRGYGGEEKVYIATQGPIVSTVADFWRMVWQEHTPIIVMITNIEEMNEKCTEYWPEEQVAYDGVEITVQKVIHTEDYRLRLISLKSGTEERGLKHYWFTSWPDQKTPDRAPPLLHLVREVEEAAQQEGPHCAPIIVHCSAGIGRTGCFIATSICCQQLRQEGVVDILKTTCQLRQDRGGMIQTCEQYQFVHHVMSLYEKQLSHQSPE
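Also added – OMFP at 25 µM · Test system – STEP tyrosine phosphatase · Technique – FITC-channel fluorescence of OMFP product · Schedule – 20 min at room temperature, dark · Evaluation – control-normalized % inhibition with plate pattern correction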
DNMT1 block: blocks human DNA methyltransferase DNMT1; P26358; DNMT1 molecular beacon, Hinp1I cleavage, fluorescence; inhibition (reported as % activation of signal), % at 10 µM; 360,000 compounds, 0.83% hits; AID 588458; in the data active = inhibition above about 50%
Rpn11 block: blocks the human proteasome subunit Rpn11. O00487. AID 588493. 360,000 compounds, 0.59% hits. calls only at 20 µM. human 26S proteasome, Ub4-pepOG fluorescence polarization; 20S core pre-blocked with epoxomicin;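 active = inhibition at 20 µM, scaled to each plate's controls, above about 33%, limit read from the data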
Target sequence (O00487 whole entry, looked up): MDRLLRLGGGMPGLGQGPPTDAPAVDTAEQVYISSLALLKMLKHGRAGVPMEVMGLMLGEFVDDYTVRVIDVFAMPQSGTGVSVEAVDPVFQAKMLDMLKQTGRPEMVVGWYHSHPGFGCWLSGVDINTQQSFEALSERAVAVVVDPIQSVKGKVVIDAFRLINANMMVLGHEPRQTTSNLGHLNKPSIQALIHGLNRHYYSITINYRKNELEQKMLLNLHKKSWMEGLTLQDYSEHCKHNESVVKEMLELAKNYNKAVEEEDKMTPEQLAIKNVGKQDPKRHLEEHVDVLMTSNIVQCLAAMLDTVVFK
TbMetRS inhib: Trypanosoma brucei MetRS inhibition | purified T. brucei MetRS, ATP depletion, Kinase-Glo luminescence | inhibition, % at 11.9 µM | 360,000 compounds, 0.4% hits | AID 624268;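 active = inhibition above a per-plate cutoff of the control wells' mean inhibition plus 3 SD, cut at about 5.5% in these data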;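 note: 0% = DMSO wells median and 100% = median of wells with control inhibitor compound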
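technique = Kinase-Glo luminescence, ATP depletion format | system = purified MetRS (methionyl-tRNA synthetase) enzyme from Trypanosoma brucei | timing = 15 min preincubation, 2 h reaction, all 25 °C | evaluation = percent inhibition versus plate control medians | dosing = single dose, 11.9 µM final nominal, 0.9% final DMSO | also added = substrates ATP, L-methionine and bulk Escherichia coli tRNA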
Scp1 inh: blocks human Scp-1 phosphatase activity; AID 493091; Recombinant Scp1, phosphopeptide, malachite green phosphate absorbance; 340,000 compounds, 0.88% hits; Q9GZU7; inhibition, % at 20 µM;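 active = inhibition above about 50% at 20 µM, limit read from the data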;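 note: plate controls were DMSO wells with enzyme for no effect and wells lacking enzyme for full effect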
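Test system: SCP-1 phosphatase catalytic domain, residues 76-261; measured by: colorimetric phosphate reagent with accelerator and stabiliser, absorbance at 630 nm; timing: enzyme reaction 45 min at room temperature, colour 5 min, stabilisation 30 min; also added: Phosphorylated 17-residue peptide substrate; compound dosing: one concentration, 20 µM, with 1.0% DMSO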
CSN inh: CSN deneddylation inhibition | Q92905 | Purified CSN, SCF-Nedd8-OG deneddylation, fluorescence polarization | inhibition, % at 12.5 µM | 360,000 compounds, 0.38% hits | AID 651999;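 active = pattern-corrected inhibition above about 35%, with an unprinted fluorescence ratio check between 0.5 and 1.5, limit read from the data, passing the limit was not always enough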;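 note: 0% = enzyme with substrate and 100% = substrate without enzyme; some results filed as inactive read as strong as hits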
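Detection – fluorescence polarization · System – HEK293T-derived human Csn5 enzyme · Controls – substrate-only high control, full reaction low control · Timing – 90 min, room temperature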
SUMO1-SIM PPI: alters human SUMO1 binding to SIM partners; SUMO1 binding to a labelled peptide, TR-FRET, 1 h; inhibition, % at 20 µM; 360,000 compounds, 0.33% hits; AID 602429; in the data active = inhibition above about 37%
MsrA inh: inhibits bovine methionine sulfoxide reductase A | purified bovine MsrA, absorbance read-out | inhibition, % at 15.5 µM | 360,000 compounds, 0.75% hits; in the data active = inhibition above about 4.5%;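 note: 0% = vehicle wells with enzyme and 100% = reference inhibitor wells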
An asterisk follows results filed as active; i = inactive; · = not tested or not shown.

SMILES | LMPTP block | NadD block | STEP inh | DNMT1 block | Rpn11 block | TbMetRS inhib | Scp1 inh | CSN inh | SUMO1-SIM PPI | MsrA inh
CCOC(=O)C1=CN(Cc2ccc(Br)cc2)S(=O)(=O)N(C)C1C (centres undefined) | 0.8 | -10 | 1 | 8 | i | -2.2 | -7 | -2 | 7 | -1.0
Cc1ccc(C(=O)O)cc1S(=O)(=O)NCC1CCCO1 (centres undefined) | 1.4 | 0 | 0 | -1 | i | -1.7 | 6 | -4 | -3 | -1.3
C/C(=N\Nc1c(Cl)c(Cl)nc(C(=O)O)c1Cl)c1ccc(O)cc1 | -0.6 | -6 | -2 | 1 | i | -0.6 | 9 | 4 | 26 | 2.6
CN1CCN(C(=O)/C=C/c2ccc(C#N)cc2)CC1 | -1.2 | -7 | -2 | 0 | i | -0.3 | -9 | -4 | -13 | -0.3
O=C(NCCc1ccc(Cl)cc1)c1ccc2nc[nH]c2c1 | 2.7 | -4 | 8 | 1 | i | 0.3 | 1 | 1 | 3 | -0.1
O=C(COC(=O)c1ccco1)Nc1cc(S(=O)(=O)N2CCOCC2)ccc1Cl | -1.2 | -1 | 0 | 5 | i | -0.3 | -2 | 4 | -3 | 1.2
O=C(NC1CCCCC1)C(c1cc2ccccc2o1)n1c(=O)c(-c2ccco2)nc2ccccc21 (centres undefined) | 2.9 | · | · | · | · | -0.1 | · | 17 | 6 | 0.3
COc1ccccc1N1CCN(C(c2cccs2)C(C)NC(=O)C(=O)N2CCOCC2)CC1 (centres undefined) | -0.7 | 0 | 0 | 2 | i | -0.3 | -4 | -4 | -3 | -0.9
CC1CCCC(NC(=O)COC(=O)c2ccccc2NC(=O)c2ccco2)C1C (centres undefined) | 0.4 | 0 | 1 | 9 | i | -1.6 | -4 | -2 | 3 | -0.5
COC(=O)c1ccc(NC(=O)C2CCCCC2C(=O)O)cc1 (centres undefined) | -0.3 | 3 | -2 | 6 | i | 0.8 | -7 | 0 | -2 | -0.4
Cc1nn(C)cc1C(=O)Nc1cc(Oc2ccc(Cl)cc2)cc([N+](=O)[O-])c1 | 1.7 | -10 | -1 | -9 | i | 0.5 | -9 | -7 | -4 | ·
CCn1c(/C=C/c2ccccc2[N+](=O)[O-])nc2ccccc2c1=O | -1.4 | 0 | 4 | 1 | i | -0.3 | 7 | -1 | -19 | 3.6
CC(C)CC(=O)c1c[nH]c(C(=O)NCc2cccnc2)c1 | 0.6 | 4 | -1 | 0 | i | 0.6 | 6 | -3 | -1 | -1.3
O=C(Nc1cccc(Br)c1)c1cc2ccccc2o1 | 1.7 | -3 | -4 | -2 | i | -1.1 | -3 | -1 | 3 | -0.6
CC(=O)N1CCN(S(=O)(=O)c2cccc(C(=O)Nc3ccc4c(c3)OCO4)c2)CC1 | 0.1 | -2 | 1 | 2 | i | -0.8 | 6 | -3 | 0 | 0.9
CN(c1ccc(C(=O)NCCSCc2c(F)cccc2Cl)cc1)S(C)(=O)=O | -0.3 | 2 | 0 | 0 | i | -0.2 | -4 | 0 | -1 | -1.0
O=C(/C=C/c1ccc(OCCCF)cc1)NCc1ccc(Cl)c(Cl)c1 | 1.9 | 15 | 2 | -2 | i | -0.6 | -7 | 0 | 5 | 0.1
CCN(CC)CCNC(=O)CCc1c(C)nc2c(c(C)nn2-c2ccc(C)c(C)c2)c1C | -1.1 | -11 | 3 | -1 | i | -0.8 | -13 | 6 | 0 | 0.7
COC(=O)[C@H](C)NC(=O)NCc1ccco1 | -0.2 | -7 | -3 | 3 | i | 1.0 | -4 | 8 | -1 | ·
CCOC(=O)C1=C(C)Nc2nc3ccccc3n2C1c1cccs1 (centres undefined) | -1.4 | 0 | -1 | -1 | i | -1.0 | -2 | -2 | 0 | 0.1
CCCS(=O)(=O)N1CCCC(C(=O)NCCN(C)Cc2ccccc2)C1 (centres undefined) | -1.3 | -4 | 4 | -2 | i | -0.1 | 3 | 0 | -4 | -0.1
CC(=O)Nc1cc(-c2ccc(N3CCN(C)CC3)cc2)cn2c(-c3ccc(F)c(Cl)c3)cnc12 | -3.5 | 8 | 7 | -9 | i | -0.3 | · | 1 | -71 | -0.9
CC(C)(C)C(=O)CSc1ccc(S(=O)(=O)N2CCCC2)cn1 | 0.0 | -3 | -1 | 4 | i | -0.3 | -2 | -4 | 3 | -0.2
CC1(C(=O)Nc2cccc(C#N)c2)CCN1C(=O)CCc1ccccc1 (centres undefined) | -1.3 | -1 | -2 | 2 | i | -0.1 | · | 6 | 6 | 0.0
CCN(CC)S(=O)(=O)c1ccc(N/N=C/c2ccc(OC)c(OC)c2OC)nc1 | 0.8 | -4 | -2 | -6 | i | -0.4 | 0 | -1 | -2 | 1.6
COc1cccc(CNC(=O)C(=O)NCCC2CCCCN2S(=O)(=O)c2cccs2)c1 (centres undefined) | -0.2 | -7 | 0 | 0 | i | -0.6 | -11 | -4 | -2 | -1.4
CCN(CC)c1ccc(NC2CC(=O)N(CCc3ccc(OC)cc3)C2=O)cc1 (centres undefined) | 8.2 | 12 | 3 | 7 | · | 0.1 | -12 | 51* | -6 | -0.6
CC1=C(C(=O)N(C(C)C)C(C)C)CC(CC(=O)NCCc2ccccn2)C(=O)N1Cc1ccc(F)cc1 (centres undefined) | -0.6 | -4 | 0 | 9 | i | -1.5 | · | 1 | 0 | -0.4
CC(C)CN1C2CCCC1CC(NC(=O)c1ccc([N+](=O)[O-])cc1)C2 (centres undefined) | 1.3 | 1 | 1 | -3 | i | 0.1 | -8 | 5 | -36 | 0.3
COc1ccc2c(c1)OC(O)(C(F)(F)F)CC2=O (centres undefined) | -1.8 | 2 | 2 | 3 | i | -0.7 | -1 | -1 | -1 | 1.2
O=C(CCNS(=O)(=O)c1ccc(Cl)cc1)N1CCOCC1 | -1.3 | 0 | 1 | 0 | i | -0.2 | -5 | 5 | 1 | 0.1
CN(C)c1ccc(N=Nc2cccc(F)c2)cc1 | 5.9 | 10 | 3 | 2 | i | -1.3 | 2 | 5 | -54 | 1.4
COc1ccc(C(=O)C2CCCN(Cc3cn[nH]c3-c3ccc(F)cc3)C2)cc1OC (centres undefined) | 1.0 | -5 | 2 | -2 | i | -0.8 | -7 | -3 | 0 | 0.3
Cc1ccc(S(=O)(=O)NCCCCCC(=O)Nc2ccccc2)cc1 | -1.2 | 1 | -1 | -4 | i | 0.1 | -6 | 1 | 1 | 0.1
NC(=O)C1CCN(C(=O)COc2ccc3ccccc3c2Br)CC1 | 0.1 | -9 | 0 | -4 | i | -0.6 | 1 | -1 | -19 | 0.6
C[C@@H]1CN([C@H](C)CO)C(=O)c2cc(Br)cnc2O[C@@H]1CN(C)C(=O)Nc1ccccc1 | -0.1 | -5 | -2 | 2 | i | 0.1 | · | 1 | -1 | -0.2
CC(=O)Nc1nnc(-c2c(-c3ccccc3Cl)noc2C)o1 | -2.2 | 8 | 1 | 0 | i | -0.3 | -4 | -3 | 3 | 1.0
COc1ccc(NC(=O)N2CCC(C(=O)c3ccc(F)cc3)CC2)cc1 | -0.3 | -1 | 0 | 0 | i | -0.1 | 2 | 2 | -3 | 0.8
COc1cccc(Nc2nc(C(N)COCc3ccccc3)cs2)n1 (centres undefined) | -0.3 | 3 | 1 | -8 | i | 0.1 | · | 0 | 0 | -0.5
NNC(=O)CNC(=O)c1ccc(F)cc1 | 0.3 | 1 | 2 | 2 | i | -0.6 | -5 | 1 | -1 | 1.6
O=c1nc2sc3ccccc3n2c(=O)n1-c1ccc(Cl)cc1 | -1.2 | -6 | 1 | 1 | i | -1.1 | -4 | -7 | 4 | 0.1
COc1cccc(N2CCN(c3ncccn3)CC2)c1 | -0.2 | 2 | -2 | 0 | i | -0.2 | -13 | -4 | 2 | -0.6
Cc1ccnc(NS(=O)(=O)c2ccc(NC(=O)c3ccc(C)o3)cc2)n1 | -0.2 | 0 | -2 | 2 | i | -0.2 | -5 | 0 | 2 | 1.5
CCOC(=O)CC1(NC(=O)C2CCC(=O)N(Cc3ccccc3F)C2)CCCCC1 (centres undefined) | 1.0 | -2 | -2 | 3 | i | 0.1 | 1 | 0 | -1 | 0.0
O=C(CN1CCCCCC1)Nc1ccc(Cl)cc1F | -1.0 | 3 | -1 | -2 | i | -0.4 | 4 | 1 | -3 | -1.2
COc1ccccc1OCC(=O)N/N=C1\CCCCc2ccccc21 | 0.1 | -3 | -1 | 2 | i | -0.2 | -7 | 0 | -3 | 0.4
CN(C(=O)c1ccc(COc2ccccc2Cl)o1)c1ccccc1 | 0.6 | 0 | 0 | -2 | i | -0.7 | -7 | -1 | 3 | -0.9
CCOC(=O)C1CCCN(C2=NC(=O)/C(=C/c3ccc(OC)c(OC)c3)S2)C1 (centres undefined) | 0.4 | 6 | -2 | 0 | i | -0.3 | -7 | -4 | -20 | 0.4
Fc1ccc2nc(C3CCN(Cc4nc(CC5CC5)no4)CC3)[nH]c2c1 | -1.6 | -4 | -1 | 0 | i | -0.3 | -7 | -5 | 2 | -1.4
COc1ccccc1/C=C/C(=O)OCC(=O)N1c2ccccc2CC1C (centres undefined) | 4.1 | -7 | 6 | -7 | i | -0.4 | -10 | -3 | -12 | 1.1

A section from the list above:
SMILES | LMPTP block | NadD block | STEP inh | DNMT1 block | Rpn11 block | TbMetRS inhib | Scp1 inh | CSN inh | SUMO1-SIM PPI | MsrA inh
COc1cccc(N2CCN(c3ncccn3)CC2)c1 | -0.2 | 2 | -2 | 0 | i | -0.2 | -13 | -4 | 2 | -0.6
Cc1ccnc(NS(=O)(=O)c2ccc(NC(=O)c3ccc(C)o3)cc2)n1 | -0.2 | 0 | -2 | 2 | i | -0.2 | -5 | 0 | 2 | 1.5
CCOC(=O)CC1(NC(=O)C2CCC(=O)N(Cc3ccccc3F)C2)CCCCC1 (centres undefined) | 1.0 | -2 | -2 | 3 | i | 0.1 | 1 | 0 | -1 | 0.0
O=C(CN1CCCCCC1)Nc1ccc(Cl)cc1F | -1.0 | 3 | -1 | -2 | i | -0.4 | 4 | 1 | -3 | -1.2
COc1ccccc1OCC(=O)N/N=C1\CCCCc2ccccc21 | 0.1 | -3 | -1 | 2 | i | -0.2 | -7 | 0 | -3 | 0.4
CN(C(=O)c1ccc(COc2ccccc2Cl)o1)c1ccccc1 | 0.6 | 0 | 0 | -2 | i | -0.7 | -7 | -1 | 3 | -0.9
CCOC(=O)C1CCCN(C2=NC(=O)/C(=C/c3ccc(OC)c(OC)c3)S2)C1 (centres undefined) | 0.4 | 6 | -2 | 0 | i | -0.3 | -7 | -4 | -20 | 0.4

High-throughput results: PubChem, several laboratories
